All columns: NCI-60 one-dose screen, growth in % after 48 h at 10 µM unless noted; 100 = growth as untreated, 0 = no growth, -100 = all killed.
SN12C – SN12C renal cancer cells | 81,000 tested, 3.8% active | AID 1794767
PC-3 – PC-3 prostate cancer cells; 80,000 tested, 3.9% active; AID 1794754
U251 – U251 CNS tumor cells | 80,000 tested, 5.4% active | AID 1794753
SF-539 – SF-539 CNS cancer; 81,000 tested, 6.8% active; AID 1794752
786-0 – 786-0 renal cancer cells | 81,000 tested, 5.1% active
DU-145 – DU-145 prostate cancer; 81,000 tested, 4.2% active
SF-295 – SF-295 CNS cancer cells | 79,000 tested, 5.6% active | AID 1794758
SF-268 – SF-268 CNS cancer cells; 82,000 tested, 3.1% active
UO-31 – UO-31 renal cancer; 81,000 tested, 5.2% active
Active calls of the source: *; . = no result given. The calls were made as follows: active = growth percent below 10; inactive = the rest.

canonical_smiles	SN12C	PC-3	U251	SF-539	786-0	DU-145	SF-295	SF-268	UO-31
Cc1ccc(-c2nc3c(=O)n4[nH]c(-c5ccccc5)nc4nc3o2)cc1	99	102	99	104	101	108	98	100	86
COc1cc(-c2nc(SC(C)C)nc(NC(C)(C)C)c2C#N)cc(OC)c1OC	65	85	66	93	73	96	83	84	61
Cc1cccc(C(=O)NNC(=O)c2ccccc2)c1	110	95	105	113	102	105	101	100	92
COC(=O)c1ccc(NC(N)=NCCC(C)(C)c2ccc(C(F)(F)F)cc2)nc1	53	36	30	79	57	.	29	.	34
CCN(CC)c1ccc(/C=C2\SC(=S)NC2=O)cc1	96	102	94	101	95	95	83	105	66
Nc1c(N2CC[N+]3(CCC[N+]4(CCNCC4)CC3)CC2)ncnc1N1CC[N+]2(CCC[N+]3(CCNCC3)CC2)CC1	106	104	114	100	100	102	99	86	81
Nc1ncnc2c1c(-c1ccc(Cl)cc1)nn2Cc1ccc(B(O)O)cc1	74	53	78	66	83	88	78	54	36
O=C(O)CC1CCCCCC1	95	90	.	104	100	116	95	109	91
O=C(/C=C/Nc1ccccc1)c1ccc2c(c1)Nc1ccccc1S2	69	78	38	60	87	84	78	81	93
C(=C\c1nccc2c1[nH]c1ccccc12)/c1ccccc1	46	.	15	7.9*	36	9.2*	-32*	42	13
Cn1c(-c2c(N)n(Cc3ccc(C(F)(F)F)cc3)c3nc(C#N)c(C#N)nc23)nc2ccccc21	14	-27*	5.1*	8.2*	3.3*	-4.8*	-27*	43	-23*
CC1(C)[C@@H]2CC[C@]1(C)[C@@H](O)C2	101	88	96	97	103	105	100	99	93
CS(=O)(=O)c1ccc(-c2nn(-c3ccccc3)cc2/C=C/C(=O)c2ccc(Br)cc2)cc1	88	89	86	102	92	100	104	99	80
O=C1/C(=C/c2cccc3c2OCO3)Cc2c(F)cc(Br)cc21	111	107	105	100	107	115	96	109	90
O=C1NCCC12CCN(c1c(Cl)cncc1-c1ccc(O)cc1)CC2	100	99	95	84	100	108	101	83	78
COC(=S)Nc1ccc(S(=O)(=O)Nc2ccc(Cl)nn2)cc1	97	83	90	98	103	111	103	97	78
CC(C)c1[nH]nc2c(NCc3ccc(-c4ccccn4)cc3)nc(SCCN)nc12	.	-0.5*	5.6*	-54*	6.3*	5.8*	4.6*	-0.9*	0.7*
O=C(CSCc1c(F)cccc1Cl)Nc1ccc(F)c(Cl)c1	80	71	77	77	87	95	77	75	69
C#CCOC(=O)[C@]12CC[C@@H](C(=C)C)[C@@H]1[C@H]1CC[C@@H]3[C@@](C)(CCC#N)[C@H](C(=C)C)CC[C@@]3(C)[C@]1(C)CC2	83	49	74	87	79	86	71	77	57
COc1nc(OC)nc(-c2cnc3cc(N(C)C)ccc3c2)n1	98	82	105	102	109	104	100	102	64
Cc1nc(Nc2cccc(NC(=O)Nc3ccccc3)c2)c2ccccc2n1	99	96	105	100	101	116	94	101	79
c1ccc(Nc2cccn3nnnc23)cc1	99	85	95	98	104	109	102	102	79
CC/C(Cc1ccccc1)=C(/c1ccc(O)cc1)c1ccc(OCCCN(C)C)cc1	81	75	66	92	79	87	104	77	68
CCCCCCCCn1ccc2cc(NC(=O)Cn3cc(CN4CCOCC4)nn3)ccc21	100	75	89	104	91	106	90	106	78
CC(C)CC(=O)C1CCCC1	100	97	105	101	115	113	89	103	101
COc1ccc2cc([C@@H]3C[C@H](Cl)CCO3)ccc2c1	92	95	90	98	91	102	97	98	105
Cc1c2c[n+](C)ccc2c(C)c2c1[nH]c1ccc(O)cc12	26	90	49	96	88	83	88	54	73
CC12SCC(C(=O)NCc3ccc(Cl)cc3Cl)N1C(=O)c1ccccc12 (stereo unspecified)	98	78	90	100	104	109	99	100	86
Cc1cc(O)c(C(C)C)cc1N=Cc1ccc(Cl)cc1Cl	.	94	93	92	98	104	100	96	95
C=CCN(C=O)CC=C	105	91	105	94	106	119	117	108	94
CC1(C)NC(=O)CC[C@]2(C)[C@H]3CC=C4[C@@H]5C[C@](C)(CO)CC[C@]5(C)CC[C@@]4(C)[C@]3(C)CC[C@@H]12	100	101	97	95	100	109	112	101	97
c1ccc2c(N3CCCCC3)ncnc2c1	91	87	93	85	99	112	109	102	63
C[N+](C)(C)CC(=O)N/N=C\c1ccccc1[N+](=O)[O-]	104	86	99	114	111	109	100	106	90
CC(=O)Nc1cc(C)ccn1	104	100	96	101	102	105	95	106	101
CCn1cc(CNc2cc3cc(OC)c(OC)cc3c(C)n2)c(C)n1	99	85	89	96	91	107	75	87	97
S=CN1CCCCC1	103	99	89	97	102	106	96	97	89
O=C(NCC(c1ccsc1)N1CCCCCC1)c1ccc(C(F)(F)F)cc1 (stereo unspecified)	97	88	91	108	97	105	.	98	88
CC(=O)OCCOC(=O)Nc1ccccc1	102	99	98	87	96	100	111	99	83
CCn1c(Cc2ccccc2Nc2c(Cl)cccc2Cl)nnc1SCC(=O)NN1C(=O)/C(=C/c2cccc(OC)c2OC)SC1=S	95	.	90	101	104	105	95	96	77
CC1(C)CC[C@]23CC[C@]4(C)[C@H](CC[C@@H]5[C@@]6(C)CCC(=O)NC(C)(C)[C@@H]6CC[C@]54C)[C@H]2[C@H]1OC3	96	89	103	102	105	112	104	108	88
COc1cc2c(=O)ccn(-c3ccc(NC(C)=O)cc3)c2cc1OC	91	91	101	94	95	111	105	94	77
CCCCC(CC)CN1C(=O)C2C3C=CC(C3)C2C1=O (stereo unspecified)	98	97	97	104	90	109	107	104	99
O=S(=O)(N/N=C/c1ccc(O)cc1O)c1cc(Cl)c(Cl)cc1Cl	103	111	109	96	105	104	.	103	98
CC(C)(C)c1ccc(C(=O)Nc2cccc(NC(=O)c3ccccn3)c2)cc1	91	58	103	101	93	100	88	93	63
COc1cccc(-n2cc(-c3nc(Cl)c4ccccc4n3)nn2)c1	95	97	153	108	98	107	93	105	78
COc1cc2cc(Oc3ccc(NC(=O)Nc4cccc(C(F)(F)F)c4)cc3)c(C)nc2cc1OCCN1CCOCC1	48	16	28	74	67	34	27	56	52
CC/C(=C(\c1ccc(O)cc1)c1ccc(OCCN(C)C(=O)COCCNC(=O)Cc2ccc3c(c2)CN([C@@H]2CCC(=O)NC2=O)C3=O)cc1)c1ccccc1	38	19	80	55	91	104	82	52	92
O=C1Nc2ccccc2C1=Nc1ccc2[nH]c3ccccc3c2c1	100	81	93	82	106	100	97	92	66
COc1cccc(NC(=O)Nc2ccc(Nc3ncnc4sc5c(c34)CCOC5)cc2)c1	95	81	102	107	101	107	95	99	77
CCCC(C)C1CCC(OC(C)=O)CC1 (stereo unspecified)	97	89	99	98	97	108	103	92	90

More compounds:
canonical_smiles	SN12C	PC-3	U251	SF-539	786-0	DU-145	SF-295	SF-268	UO-31
O=C1CSC(=S)N1C1CCCCC1	102	103	101	109	103	104	117	112	116
O=C1CCSc2c1ccc1ccccc21	111	99	99	115	103	102	104	99	109
CCOc1c(C#N)c(Nc2ccc(S(N)(=O)=O)cc2)c(C#N)c(=O)n1S(=O)(=O)c1ccccc1	101	87	106	95	106	111	102	102	73
CCN(CC)CC(OC)C(O)COC (stereo unspecified)	97	96	92	101	109	.	105	102	89
COc1cccc(C=O)c1O	99	100	102	97	96	105	108	90	93
COc1cc2oc(-c3cccc(C(=O)NCC(=O)O)c3)cc(=O)c2c(OC)c1OC	96	105	104	100	101	110	98	102	90
Clc1nc2ccccc2nc1Cc1nnc(-c2ccccc2)o1	95	98	105	101	108	113	103	96	68
O=C(CSc1ncc(-c2ccccc2)n1-c1ccccc1)Nc1ccc(-c2nc3ccccc3s2)cc1	71	80	25	60	70	68	96	54	98
O=C1c2ccccc2N=C(N/N=C/c2ccc(F)cc2)[C@@H]2CCCN12	98	93	92	99	85	100	98	99	85
CC(C)(C)c1cc(C2CCCCC2)cc(C(C)(C)C)c1O	99	87	86	.	105	115	100	106	94
Cc1cc(N2CCCCC2)nc2ccc(Cc3ccccc3)cc12	90	89	84	108	105	96	103	105	77
COc1ccc(-c2nc3sc(C)nn3c2C(=O)/C=C/c2cc(OC)c(OC)c(OC)c2)cc1	88	93	99	94	92	95	101	94	71
Clc1c(Cl)c2ccccc2c2ccccc12	104	100	96	99	102	114	119	109	76
CCOC(=O)c1ccc(NC(=O)CCCNCC(C)C)cc1	107	76	104	106	84	105	106	96	87
CCOC(=O)C1[C@@H]2C(=O)N(Cc3ccc4c(c3)OCO4)C(=O)[C@@H]2[C@H](c2cn(-c3ccccc3)nc2-c2ccccc2)N1Cc1ccccc1 (stereo partly specified)	99	68	84	.	98	109	86	98	93
Cc1c(C(N)=O)sc2ncnc(N)c12	94	100	101	98	109	112	.	106	91
Cc1cccc(Oc2ccc(Nc3ncnc4ccc(NC(=O)CN(C)C)cc34)cc2Cl)c1	37	41	28	60	48	35	58	55	23
OCn1nnc2ccccc21	108	107	102	109	106	106	107	98	85
COc1ccc(C2=Nn3c(nnc3-c3cc(Cl)cc(Cl)c3Cl)SC2)cc1	39	18	18	-8.3*	6.4*	6.9*	0.0*	23	5.6*
N#Cc1cnn(C(=O)c2ccccc2Br)c1NC(=O)c1ccc(Cl)cc1Cl	111	94	97	96	104	109	95	102	72

Single records, from the list above. Order of values: SN12C, PC-3, U251, SF-539, 786-0, DU-145, SF-295, SF-268, UO-31
Record of Cc1cccc(Oc2ccc(Nc3ncnc4ccc(NC(=O)CN(C)C)cc34)cc2Cl)c1 → 37, 41, 28, 60, 48, 35, 58, 55, 23
Record of COc1ccc(-c2nc3sc(C)nn3c2C(=O)/C=C/c2cc(OC)c(OC)c(OC)c2)cc1 → 88, 93, 99, 94, 92, 95, 101, 94, 71
Record of N#Cc1cnn(C(=O)c2ccccc2Br)c1NC(=O)c1ccc(Cl)cc1Cl → 111, 94, 97, 96, 104, 109, 95, 102, 72
Record of Cc1cc(N2CCCCC2)nc2ccc(Cc3ccccc3)cc12 → 90, 89, 84, 108, 105, 96, 103, 105, 77
Record of OCn1nnc2ccccc21 → 108, 107, 102, 109, 106, 106, 107, 98, 85

Next section.
canonical_smiles	SN12C	PC-3	U251	SF-539	786-0	DU-145	SF-295	SF-268	UO-31
Cc1cc(I)cc(I)c1O	98	97	100	104	103	106	100	104	88
CCc1cccc(C(=O)O)c1	98	106	95	105	103	104	87	108	77
N#Cc1c(-c2ccc(Cl)cc2)nc(SCc2ccc([N+](=O)[O-])cc2)[nH]c1=O	95	94	96	95	89	102	90	89	55
O=C(CSc1nnc(-c2cccs2)n1-c1ccccc1)Nc1ccc(C(=O)O)cc1	100	102	103	98	95	110	103	111	98
Cc1ccc(C(F)(F)F)cc1N1CCN(C(=O)[C@H]2C[C@H]2c2ccc(C(F)(F)F)nc2)CC1	93	78	94	89	93	105	95	91	69

Sorted by molecular weight (rising): some entries from above
canonical_smiles	SN12C	PC-3	U251	SF-539	786-0	DU-145	SF-295	SF-268	UO-31
COc1cc2oc(-c3cccc(C(=O)NCC(=O)O)c3)cc(=O)c2c(OC)c1OC	96	105	104	100	101	110	98	102	90
O=C(CSc1nnc(-c2cccs2)n1-c1ccccc1)Nc1ccc(C(=O)O)cc1	100	102	103	98	95	110	103	111	98
CCn1c(Cc2ccccc2Nc2c(Cl)cccc2Cl)nnc1SCC(=O)NN1C(=O)/C(=C/c2cccc(OC)c2OC)SC1=S	95	.	90	101	104	105	95	96	77

Screening data deposited in PubChem by NCI.
